# DAX1 inh-1 = inhibitors of DAX1 repression of SF-1 activated StAR promoter | HEK293T StAR-luciferase reporter, SF-1/DAX-1 repression relief | inhibition, % at 6.8 µM | actives 1.1% (n = 370,000) | AID 652010;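 active means inhibition above the mean over all tested compounds plus 3 SD, cut at about 3.6% in these data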;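 further: 0% = DAX-1 cells with DMSO and 100% = cells lacking DAX-1 with DMSO; higher inhibition means more luminescence from relief of DAX-1 repression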
# MBD2 DNA inh = MBD2-methylated oligo binding inhibition; Q9UBB5; TR-FRET, MBD2 binding to methylated oligonucleotide; inhibition, % at 4.4 µM; actives 0.31% (n = 370,000); in the data active means inhibition above about 13%
# SMARCA2 activ = activators of SMARCA2 function. actives 1% (n = 370,000). MG213 cells, MMTV-luciferase reporter, dexamethasone, overnight. activation, % at 9.1 µM; in the data active means activation above about 7.8%;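 further: 0% = vehicle wells and 100% = reference activator wells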
# PLC-gamma1 inh = inhibitors of human phospholipase C gamma1. P19174. purified PLC-gamma1, fluorogenic substrate, fluorescence. inhibition, % at 12.2 µM. actives 0.84% (n = 370,000). AID 720700; in the data active means inhibition above about 9.5%
# hcDAF12 agonist = H. contortus DAF-12 activation, primary screen. HEK293 hcDAF-12 lit1-tk-luc reporter, luminescence; 0% DMSO, 100% Δ7-dafachronic acid. activation, % at 6.8 µM. actives 1.4% (n = 370,000);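 active means activation above the mean of all tested compounds plus 3 SD, cut at about 5.5% in these data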;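 further: 100% = response to 3 µM Δ7-dafachronic acid high control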
# hgDAF12 agonist = agonists of H. glycines DAF-12 nuclear receptor; activation, % at 6.8 µM; actives 1.8% (n = 370,000); HEK293 GAL4-hgDAF12 UAS-luciferase reporter, agonist luminescence; normalized to butyrate control;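 active means activation above a cutoff set at the mean of all screened compounds plus 3 SD, cut at about 10% in these data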;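 further: 0% = DMSO wells and 100% = sodium butyrate wells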
# DAX1 inh-2 = inhibitors of human orphan nuclear receptor DAX1 (NR0B1); HEK293 Gal4-DAX1 luciferase reporter, luminescence; inhibition, % at 6.75 µM; AID 504766; actives 0.99% (n = 340,000);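 active means inhibition above the mean over all tested compounds plus 3 SD, cut at about 4.2% in these data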;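 further: 0% = DAX1-transfected cells with DMSO and 100% = empty-vector control cells with DMSO; inhibition shows as a rise in luminescence from relieved DAX1 repression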
# PLC-beta3 inh = PLC-beta3 (human) inhibition, primary screen | inhibition, % at 12.2 µM | actives 0.18% (n = 370,000) | Q01970 | Purified PLC-beta3, fluorogenic substrate, fluorescence | AID 720704; in the data active means inhibition above about 11%;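 further: 0% = median of compound wells on plate and 100% = full blocker control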
# Target sequence (Q01970 whole entry, looked up): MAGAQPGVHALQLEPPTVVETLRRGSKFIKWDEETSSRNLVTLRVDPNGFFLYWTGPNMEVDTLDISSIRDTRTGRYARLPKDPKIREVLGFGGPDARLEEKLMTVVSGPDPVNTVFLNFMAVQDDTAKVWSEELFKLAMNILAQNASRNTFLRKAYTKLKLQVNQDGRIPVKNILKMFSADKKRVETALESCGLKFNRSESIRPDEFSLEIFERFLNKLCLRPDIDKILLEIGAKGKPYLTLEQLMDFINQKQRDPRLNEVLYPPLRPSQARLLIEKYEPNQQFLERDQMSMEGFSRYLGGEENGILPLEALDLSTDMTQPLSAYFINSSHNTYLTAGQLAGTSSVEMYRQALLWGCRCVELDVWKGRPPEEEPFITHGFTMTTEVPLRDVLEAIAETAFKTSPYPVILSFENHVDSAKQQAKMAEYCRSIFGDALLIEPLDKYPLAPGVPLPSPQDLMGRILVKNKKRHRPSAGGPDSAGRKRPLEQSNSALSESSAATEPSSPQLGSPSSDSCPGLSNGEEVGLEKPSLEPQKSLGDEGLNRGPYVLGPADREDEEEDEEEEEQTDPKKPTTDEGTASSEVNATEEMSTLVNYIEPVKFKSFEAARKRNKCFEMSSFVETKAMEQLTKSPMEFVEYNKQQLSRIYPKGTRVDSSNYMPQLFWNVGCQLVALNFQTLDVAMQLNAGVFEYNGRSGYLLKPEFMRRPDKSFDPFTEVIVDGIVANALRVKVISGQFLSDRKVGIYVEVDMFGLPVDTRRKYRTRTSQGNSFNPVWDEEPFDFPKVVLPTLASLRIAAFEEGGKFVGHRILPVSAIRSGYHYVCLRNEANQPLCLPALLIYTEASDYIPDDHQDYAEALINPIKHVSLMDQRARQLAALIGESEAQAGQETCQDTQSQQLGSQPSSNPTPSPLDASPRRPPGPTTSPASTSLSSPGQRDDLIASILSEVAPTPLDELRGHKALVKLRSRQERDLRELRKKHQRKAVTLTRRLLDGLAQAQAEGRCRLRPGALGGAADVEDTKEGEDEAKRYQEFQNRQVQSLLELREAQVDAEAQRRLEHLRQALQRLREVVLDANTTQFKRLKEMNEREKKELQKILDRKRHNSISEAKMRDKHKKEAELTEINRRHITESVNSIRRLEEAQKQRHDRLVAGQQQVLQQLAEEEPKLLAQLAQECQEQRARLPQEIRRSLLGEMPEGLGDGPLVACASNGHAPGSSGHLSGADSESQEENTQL
# Rev-erbA mod = modulators of human Rev-erb alpha DNA binding; activity, % at 10 µM; actives 0.79% (n = 370,000); Rev-erbα–FITC-DNA binding, fluorescence polarization, 90 min;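 active means activity above about 14%, limit read from the data; passing the limit was not always enough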;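 further: 0% = DMSO wells with 35 nM protein and 100% = DMSO wells with 750 nM protein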
# ssDAF-12 act = activators of S. stercoralis DAF-12 nuclear receptor. actives 1% (n = 370,000). activation, % at 6.8 µM. HEK293 ssDAF-12/GRIP1 lit1-tk-luc reporter, luminescence; % of 3 µM dafachronic acid response;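 active means activation above the mean over all tested compounds plus 3 SD, cut at about 0.9% in these data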;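 further: 0% = DMSO-only wells and 100% = 3 µM delta7-dafachronic acid wells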
# ADAM17 inh = ADAM17 inhibition, QFRET primary screen; P78536; AID 720648; recombinant ADAM17, EDANS/DABCYL FRET peptide cleavage; actives 0.83% (n = 370,000); inhibition, % at 6.95 µM;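 active means inhibition above the mean of compounds lying between control limits plus 3 SD, set per campaign, cut at about 8.5% in these data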;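 further: 0% = DMSO-only wells as the low control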
# * hit, by the source's call; / = no result given. Compounds as they come. Share with any hit: about 7.4%.
entry	structure	DAX1 inh-1	MBD2 DNA inh	SMARCA2 activ	PLC-gamma1 inh	hcDAF12 agonist	hgDAF12 agonist	DAX1 inh-2	PLC-beta3 inh	Rev-erbA mod	ssDAF-12 act	ADAM17 inh
1	CCCCNC(=O)c1onc(CSc2ccc(OC)cc2)c1C(=O)O	0.1	3	0	-2	-2.0	-1.4	-0.1	-7	-3	-0.6	-3
2	O=C(N/N=C1\CCc2ccccc21)c1ccncc1	0.1	0	3	1	1.9	6.1	-0.1	0	4	-0.8	-2
3	CS(=O)(=O)N[C@@H]1C[C@@H]2O[C@H](CO)CC[C@@H]2O[C@@H]1CCc1ccc(/C=C/c2ccccc2)cc1	-2.7	1	-3	0	-4.4	-6.2	/	-2	7	-1.2	0
4	O=C(Nc1ccccc1F)c1ccc(CSc2ncccn2)cc1	2.9	-1	2	3	4.0	16*	0.5	0	-7	0.1	2
5	CN(C)S(=O)(=O)c1ccc(C(=O)Nc2nnc(SCc3cccc(F)c3)s2)cc1	0.4	-1	0	0	0.6	0.2	0.8	-3	3	-1.4	-4
6	COc1ccc(CC(=O)Nc2c3c(nn2-c2cccc(Cl)c2)CS(=O)(=O)C3)cc1	0.2	0	0	3	1.0	-0.3	-0.2	0	-4	-1.7	-5
7	COC(=O)[C@H](C)NC(=O)NCc1ccc(F)cc1	0.9	-3	-1	0	1.7	-1.5	0.1	0	0	-1.1	-2
8	Nc1cccc(-c2cc3ccccc3oc2=O)c1	-0.9	3	-6	-8	-4.4	-12	-1.1	-7	-1	-2.5	-4
9	COc1cc(CC(=O)N2c3ccccc3N=C(c3ccccc3)C2C(=O)NCc2ccccc2)cc(OC)c1 (stereo not drawn)	0.5	-1	0	-4	-1.6	1.5	/	-12	7	-0.7	-1
10	CCOc1ccc(C(=O)CCC(=O)NNC(=O)c2ccccc2O)cc1	1.2	2	-1	-2	4.9	2.2	0.5	-14	1	0.2	-5

# The listing continues.
entry	structure	DAX1 inh-1	MBD2 DNA inh	SMARCA2 activ	PLC-gamma1 inh	hcDAF12 agonist	hgDAF12 agonist	DAX1 inh-2	PLC-beta3 inh	Rev-erbA mod	ssDAF-12 act	ADAM17 inh
11	Cc1cc(C(=O)Nc2ccc(S(=O)(=O)N3CCOCC3)cc2)c(C)o1	-0.7	2	-4	-2	-1.1	0.1	/	-6	1	-0.8	-2
12	COc1ccc(O)c(-c2[nH]ncc2C(=O)c2cccc(C)c2)c1	-0.3	5	-4	-4	-1.7	-0.9	3.2	-8	-3	-1.1	-4
13	COc1ccccc1C(=O)Nc1ccnn1C1CCN(Cc2csc(C(C)=O)c2)CC1	-2.5	-4	5	0	-1.8	-0.5	1.1	0	4	-1.4	-3
14	Nc1ccccc1SCC(=O)Nc1cccc2ccccc12	-0.3	-3	1	-37	1.6	1.1	-0.6	-54	-3	0.0	-37
15	COc1cccc(NS(=O)(=O)c2c(C)n(C)c(=O)n(C)c2=O)c1	0.7	0	0	3	-1.6	1.2	2.5	5	-1	-1.2	0
16	Cc1c(C(=O)NCc2ccccn2)sc2nc(-c3ccc(F)cc3)cn12	-0.1	1	4	1	-3.1	-1.0	-1.1	-3	2	-1.7	-4
17	COCCn1c(NCc2ccc(C)cc2)nc2c1c(=O)[nH]c(=O)n2C	-0.6	7	0	-1	-1.5	-1.2	0.5	-3	4	-0.9	-4
18	COc1ccccc1NC(=O)N(CCN(C)C)Cc1cc2cc(C)ccc2[nH]c1=O	0.4	0	0	-2	-0.6	1.9	0.7	0	1	-0.8	-5
19	COc1cccc2cc(C(=O)OCC(=O)NC3CCCC(C)C3C)c(=O)oc12 (stereo not drawn)	1.4	-2	6	-31	5.0	9.9	2.2	-43	1	-0.4	-4
20	OCCCN1CCN(CCOc2ccccc2-c2ccccc2)CC1	0.2	0	-1	1	-1.0	-3.2	-0.4	0	3	-0.8	-4

# Part of the list above, with values under each structure:
# Second line of a record – DAX1 inh-1 | MBD2 DNA inh | SMARCA2 activ | PLC-gamma1 inh | hcDAF12 agonist | hgDAF12 agonist | DAX1 inh-2 | PLC-beta3 inh | Rev-erbA mod | ssDAF-12 act | ADAM17 inh
[14] Nc1ccccc1SCC(=O)Nc1cccc2ccccc12
 : -0.3 | -3 | 1 | -37 | 1.6 | 1.1 | -0.6 | -54 | -3 | 0.0 | -37
[15] COc1cccc(NS(=O)(=O)c2c(C)n(C)c(=O)n(C)c2=O)c1
 : 0.7 | 0 | 0 | 3 | -1.6 | 1.2 | 2.5 | 5 | -1 | -1.2 | 0
[16] Cc1c(C(=O)NCc2ccccn2)sc2nc(-c3ccc(F)cc3)cn12
 : -0.1 | 1 | 4 | 1 | -3.1 | -1.0 | -1.1 | -3 | 2 | -1.7 | -4

# Profiles, quoted from the list.
# Listed for `O=C(Nc1ccccc1F)c1ccc(CSc2ncccn2)cc1` → DAX1 inh-1: 2.9; MBD2 DNA inh: -1; SMARCA2 activ: 2; PLC-gamma1 inh: 3; hcDAF12 agonist: 4.0; hgDAF12 agonist: 16*; DAX1 inh-2: 0.5; PLC-beta3 inh: 0; Rev-erbA mod: -7; ssDAF-12 act: 0.1; ADAM17 inh: 2
# Listed for `O=C(N/N=C1\CCc2ccccc21)c1ccncc1` → DAX1 inh-1: 0.1; MBD2 DNA inh: 0; SMARCA2 activ: 3; PLC-gamma1 inh: 1; hcDAF12 agonist: 1.9; hgDAF12 agonist: 6.1; DAX1 inh-2: -0.1; PLC-beta3 inh: 0; Rev-erbA mod: 4; ssDAF-12 act: -0.8; ADAM17 inh: -2

# Other records
entry	structure	DAX1 inh-1	MBD2 DNA inh	SMARCA2 activ	PLC-gamma1 inh	hcDAF12 agonist	hgDAF12 agonist	DAX1 inh-2	PLC-beta3 inh	Rev-erbA mod	ssDAF-12 act	ADAM17 inh
21	CCOC(=O)N1CCN(Cc2nc3cc(NC(C)=O)ccc3n2CC)CC1	0.3	1	-4	3	-0.1	0.0	2.0	-4	-7	-1.3	-2
22	Cn1c(-c2ccccc2)cnc1N	0.4	-3	-2	-5	-0.5	4.1	1.0	-8	1	-0.1	-5
23	O=C1c2ccccc2C(=O)N1CCCCc1cn(C[C@H]2CC[C@@H]([C@@H]3CC[C@H](Cn4cc(CCCCN5C(=O)c6ccccc6C5=O)nn4)O3)O2)nn1	-0.6	0	1	-2	-2.1	-3.6	-1.3	3	-6	-1.6	-2
24	COc1ccc(N(C(=O)c2ccco2)S(=O)(=O)c2cccc([N+](=O)[O-])c2)cc1	0.1	2	6	6	1.5	2.1	-1.3	5	-8	-1.2	0
25	Cn1cc(CN2CCC(C(=O)N3CCCC3)CC2)c(-c2ccccc2F)n1	0.4	-2	6	1	0.0	0.7	-0.2	-6	-2	-0.9	0
26	Cc1cc(C)n2[nH]c(=O)c(N=Nc3cccc(C(F)(F)F)c3)c2n1	-0.7	-8	-1	3	-0.3	-0.2	-0.4	4	-1	-1.1	-1
27	CC1=C(n2nnc3ccccc32)C(c2ccccc2)C(C#N)=C(N)O1 (stereo not drawn)	0.0	-6	-3	-12	-0.9	0.6	1.0	-21	-3	-0.8	-8
28	C/C(NC1CCCC1)=C(/C#N)C(N)=O	0.4	0	-2	5	0.8	1.7	0.8	7	-3	-0.3	0
29	CCn1c2ccccc2c2cc(/C=N/NC(=O)c3ccncc3)ccc21	-3.0	2	1	-177	-1.9	-2.5	-2.6	-259	10	-2.3	-2
30	CCCCCCn1cc(C(=O)O)c(=O)c2cc(F)c(N3CCN(C(=O)OCC)CC3)cc21	-0.1	4	-2	3	0.9	0.0	-0.1	3	31*	-1.0	-5

# In a second layout: 2 of the compounds above
10) CCOc1ccc(C(=O)CCC(=O)NNC(=O)c2ccccc2O)cc1
  DAX1 inh-1: 1.2; MBD2 DNA inh: 2; SMARCA2 activ: -1; PLC-gamma1 inh: -2; hcDAF12 agonist: 4.9; hgDAF12 agonist: 2.2; DAX1 inh-2: 0.5; PLC-beta3 inh: -14; Rev-erbA mod: 1; ssDAF-12 act: 0.2; ADAM17 inh: -5
11) Cc1cc(C(=O)Nc2ccc(S(=O)(=O)N3CCOCC3)cc2)c(C)o1
  DAX1 inh-1: -0.7; MBD2 DNA inh: 2; SMARCA2 activ: -4; PLC-gamma1 inh: -2; hcDAF12 agonist: -1.1; hgDAF12 agonist: 0.1; DAX1 inh-2: /; PLC-beta3 inh: -6; Rev-erbA mod: 1; ssDAF-12 act: -0.8; ADAM17 inh: -2

# (further entries)
entry	structure	DAX1 inh-1	MBD2 DNA inh	SMARCA2 activ	PLC-gamma1 inh	hcDAF12 agonist	hgDAF12 agonist	DAX1 inh-2	PLC-beta3 inh	Rev-erbA mod	ssDAF-12 act	ADAM17 inh
31	CCN(CC)CCCC(C)Nc1nccc2c(Cl)cccc12 (stereo not drawn)	0.6	4	5	-24	0.3	-2.5	-0.1	-36	-1	-0.4	-78
32	O=c1ccc2cc([N+](=O)[O-])c(CCO)cc2o1	-0.5	2	3	-2	1.2	-0.5	-0.5	-3	1	-0.2	1
33	CCN1CCN(c2nc(Nc3cc(OC)ccc3OC)nc(Nc3cc(OC)ccc3OC)n2)CC1	-0.8	3	1	3	-0.9	3.4	2.6	-3	4	-0.9	-5
34	Cc1cccc2cc(C#N)c(SCC(=O)NNC(=O)Cc3ccccc3)nc12	0.1	-3	0	-4	-1.2	1.4	0.7	-2	13	-1.4	1
35	O=C(Cc1cccc2ccccc12)NCCOc1ccccc1F	-0.6	1	-3	-1	-0.3	0.7	-0.6	-4	-2	-0.9	-2
36	Cn1cc(C(=O)C(=O)NC2CC2)c2ccccc21	-1.8	-5	-4	0	1.2	-5.4	-0.7	-8	-1	-0.8	-3
37	Cc1ccc(CNC(=O)C2CCN(S(=O)(=O)c3cccc4nonc34)CC2)cc1	-0.2	0	0	2	1.7	0.0	1.0	-5	5	-0.9	-1
38	CC(C)CC(=O)CN1C(=O)C2(OCCO2)c2ccccc21	0.3	0	-2	-1	-1.1	-0.8	1.7	0	4	-1.2	-2
39	CNC(=O)c1[nH]cnc1C(=O)N[C@@H](Cc1ccccc1)C(=O)OC(C)(C)C	-0.4	0	0	2	0.7	-2.1	0.0	2	4	-1.5	2
40	O=C(CN1C(=O)NC2(CCCCCC2)C1=O)NCc1ccccc1	1.6	-2	-1	5	0.0	-0.1	0.8	-2	-6	-1.0	-2
41	CCn1ncc(/C=N/O)c1C	0.7	-2	2	6	-0.2	1.5	0.7	5	4	-1.1	1
42	CC(Sc1nnc(-c2ccc(O)cc2)o1)C(=O)Nc1cccc2ccccc12 (stereo not drawn)	0.9	2	2	-2	-1.6	-0.9	-1.4	-1	-5	-0.8	-3
43	CCn1c(SCC(=O)N2CCCC(C)C2)nnc1-c1ccco1 (stereo not drawn)	0.3	-6	-2	7	-0.2	-1.6	0.7	5	-1	-1.1	0

# Screening data (PubChem BioAssay)
